# AmpC inh no detg = qHTS Inhibitors of AmpC Beta-Lactamase (assay without detergent); P00811; AmpC nitrocefin hydrolysis, absorbance 480 nm, 0.0001% Triton; Potency, µM (titrated, usually from 57.1 µM), for inactives: at the highest dose activity change, negative = inhibition, hits mostly inhibitors; actives 0.52% (n = 330,000);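 also: potency is read from the fitted curve at half-maximal effect; plate controls were no compound for no effect and no enzyme for full effect; nearly all actives have a fitted effect of over 20% in size; some results filed as inactive show a strong effect at the top dose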
# Target sequence (P00811 whole entry, looked up): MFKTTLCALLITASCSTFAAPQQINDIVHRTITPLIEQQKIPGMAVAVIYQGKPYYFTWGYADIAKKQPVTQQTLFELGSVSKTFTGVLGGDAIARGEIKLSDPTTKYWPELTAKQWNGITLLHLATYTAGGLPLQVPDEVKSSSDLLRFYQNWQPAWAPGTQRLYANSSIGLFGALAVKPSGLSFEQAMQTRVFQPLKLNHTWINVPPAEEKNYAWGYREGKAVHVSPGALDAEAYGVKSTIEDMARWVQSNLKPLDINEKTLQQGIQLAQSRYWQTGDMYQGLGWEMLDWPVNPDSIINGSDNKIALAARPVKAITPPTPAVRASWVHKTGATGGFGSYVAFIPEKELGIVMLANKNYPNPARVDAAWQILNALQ
#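 20 mM phosphate pH 7.0 + 0.01% (detergent screen) or 0.0001% Triton X-100; 5.3 nM AmpC reagent; cpd preinc 15 min RT; nitrocefin (800 uM stock) to start; A480 q20 s × 4 min; Activity was normalised to no-enzyme and no-compound control wells.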
# FBPA Giardia inh = qHTS Assay for Inhibitors of Fructose-1,6-bisphosphate Aldolase from Giardia Lamblia; A8B2U2; purified Giardia FBPA; Potency, µM (series often up to 59.6 µM), without a hit: at the highest dose activity, negative = inhibition, actives largely listed as inhibitors; actives 0.71% (n = 290,000); also: potency is read from the fitted curve at half-maximal effect; nearly all actives have a fitted effect of over 55% in size
# Target sequence (A8B2U2 whole entry, looked up): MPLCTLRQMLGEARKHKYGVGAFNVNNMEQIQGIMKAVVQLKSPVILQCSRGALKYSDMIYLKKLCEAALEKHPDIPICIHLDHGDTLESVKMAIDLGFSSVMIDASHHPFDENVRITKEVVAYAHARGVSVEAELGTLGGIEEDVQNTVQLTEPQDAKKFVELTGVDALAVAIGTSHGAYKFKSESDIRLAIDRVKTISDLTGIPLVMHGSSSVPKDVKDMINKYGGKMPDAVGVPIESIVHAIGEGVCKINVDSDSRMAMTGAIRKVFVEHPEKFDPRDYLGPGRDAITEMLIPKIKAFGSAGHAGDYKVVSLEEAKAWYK
#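 40 nM FBPA preincubated 10 min at RT with compound (up to 57.5 uM final), then substrate plus GAPDH/TPI/NAD/arsenate coupling and diaphorase/resazurin added. Fluorescence read after 20 min at RT, 525/598 nm.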
# AmpC detergent = qHTS Inhibitors of AmpC Beta-Lactamase (assay with detergent); P00811; AmpC hydrolysis of nitrocefin, absorbance 480 nm, 0.01% Triton; Potency, µM (titrated, usually from 114 µM), for inactives: top-dose activity change, negative = inhibition, hits mostly inhibitors; actives 0.041% (n = 370,000);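 also: potency is read from the fitted curve at half-maximal effect; 0% = no-compound wells and -100% = no-enzyme wells; nearly all actives have a fitted effect of over 25% in size; some results filed as inactive show a strong effect at the top dose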
#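 20 mM phosphate pH 7.0 + 0.01% (detergent screen) or 0.0001% Triton X-100; 5.3 nM AmpC reagent; cpd preinc 15 min RT; nitrocefin (800 uM stock) to start; A480 q20 s × 4 min; Activity was normalised to no-enzyme and no-compound control wells.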
# Sm TGR block = qHTS Assay for the Inhibitors of Schistosoma Mansoni Peroxiredoxins; purified TGR, DTNB reduction, TNB absorbance 405 nm; Potency, µM (doses to about 114 µM), for inactives: top-dose activity change, negative = inhibition, hits mostly inhibitors; actives 3% (n = 360,000); also: potency is read from the fitted curve at half-maximal effect; nearly all actives have a fitted effect of over 60% in size
#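 Kinetic colorimetric format: TGR-catalysed, NADPH-driven DTNB reduction monitored via TNB absorbance. Enzyme dispensed at 20 nM; compound exposure 15 min at room temperature before reaction start.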
# AMA1 RON2 block = qHTS for Inhibitors of AMA1-RON; Towards Development of Antimalarial Drug Lead: Primary Screen; Potency, µM (top dose mostly 58.2 µM), for the others: top-dose activity change, negative = inhibition, actives largely listed as inhibitors; actives 0.2% (n = 360,000); AlphaScreen AMA1-biotinylated RON2 peptide binding; AID 720542, 2013;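 also: potency is read from the fitted curve at half-maximal effect; 0% = vehicle wells and -100% = peptide control; nearly all actives have a fitted effect of over 45% in size; some results filed as inactive show a strong effect at the top dose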
#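 AMA1 (3D7) with his tag at 25 nM final met compounds first, then biotinylated RON2 peptide at 25 nM; detection used donor plus acceptor beads, 10 µg/mL apiece, read by AlphaScreen after 30 min at room temperature.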
# HCMV inh = qHTS Assay for inhibitors of the human cytomegalovirus (HCMV); activity change, negative = inhibition, % at 57.5 µM; actives 4.5% (n = 410,000); HFF cells, HCMV-luciferase reporter, 72 h; active compounds read low; in the data active = activity change below about -60%; inconclusive = no clear call, values can overlap the other calls; inactive = above about -39%
#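 Luciferase read-out from HCMV-luciferase-infected HFFs (MOI 1 PFU/cell) 72 h post infection at 37C; compounds added after 16 h cell attachment; activity normalized between buffer-only basal and Salinomycin (10uM) inhibitor controls.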
# Numbers without * were called inactive; ? = inconclusive; / = not tested or not shown; & = joins results of further samples; [ ] = another dose, or the depositor's remark. Unless noted, calls follow the shape of the dose curve; as a rule, active = well fitted curve in the direction sought with a large enough effect; inconclusive = small, poorly fitted or top-dose-only effect, or another doubt; inactive = no such curve, though single readings can be large; an effect the other way counts as inactive or inconclusive. Unless noted, % is scaled to controls: 0 for no effect and ±100 for the full control effect.
SMILES,AmpC inh no detg,FBPA Giardia inh,AmpC detergent,Sm TGR block,AMA1 RON2 block,HCMV inh
O=C(CSc1nnc(-c2ccc([N+](=O)[O-])cc2)o1)Nc1ccccn1,-21%,3%,-6%,/,49%[activator],54
Cc1cccc(C(=O)NNC(=O)c2ccc(Br)cc2)c1,-35%,5%,?,/,10%,-14
CCN(CC(=O)NCc1cccs1)C(=O)c1ccc(S(=O)(=O)N(CC)c2ccccc2)cc1,39%,/,-1%,-14%,-1%,-17
CCOc1cc(C(=O)NCc2ccco2)cc(OCC)c1OCC,-5%,-5%,-10%,-1%,0%,-26
CC(=O)Nc1ccc(S(=O)(=O)N(C)c2ccc(O)cc2)cc1,-5%,3%,-11%,-1%,10%,28
COc1ccccc1N1CCN(C(=O)CCc2nnc3ccc(N4CCCC4)nn23)CC1,128%[activator],/,1%,1%,1%,-11
COc1nc(-c2ccccc2)ccc1-c1noc(C)n1,/,8%,5%,1%,26%,58
Cc1ccc2c(c1)C(=O)OC(C(=O)Nc1ncc(Cc3ccccc3Cl)s1)C2 (centres undefined),/,/,26%,1%,/,-23
COc1ccc(CC(=O)N/N=C(\C)CC(=O)Nc2ccc3c(c2)OCCO3)cc1,0%,-1%,2%,-22%,28%,-6
Cc1ccccc1NC(=O)c1cccc(S(C)(=O)=O)c1,-24%,0%,-15%,-1%,33%[activator],-102*
CCC(C)c1ccccc1NS(=O)(=O)c1cnn(CC)c1 (centres undefined),67%[activator],2%,1%,-5%,-2%,-28
O=C(NCc1ccco1)c1ccc2c(c1)N(Cc1ccc(F)cc1)C(=O)c1ccccc1S2(=O)=O,/,/,0%,1%,/,-20
CCOc1c2ccc(C(=O)NCc3ccc(C)cc3)cc2nn1CCOC,-1%,4%,-6%,2%,50%[activator],12
C[C@H]1CN([C@@H](C)CO)C(=O)c2cccc(NC(=O)c3ccncc3)c2O[C@H]1CN(C)C(=O)Nc1ccccc1,-10%,/,/,/,-4%,28
COc1cccc(/C=N/NC(=S)Nc2cccc(C(=O)O)c2)c1,-20%,?,0%,4%,114%[activator],41
Cc1sc(NC(=O)CSc2nnnn2C2CCCCC2)c(C#N)c1C,-2%,1%,-1%,8%,7%,46
Nc1c(C(=O)NCc2ccccc2)c2nc3ccccc3nc2n1CCCN1CCOCC1,257%[activator],?,-9%,-6%,61%[activator],28
Cc1nc2ncccn2c1-c1csc(Nc2ccccc2)n1,-24%,-17%,-6%,-16%,-13%,42
CN1CCN(c2ccc([N+](=O)[O-])cc2C(=O)c2ccccc2)CC1,-3%,2%,-3%,-15%,2%,-7
Cc1cc(NC(=O)CSC2=NCCS2)no1,-10%,-3%,0%,4%,13%,34
CCCC(=O)Nc1ccc(C(=O)NNC(=O)c2ccco2)cc1,-18%,2%,-5%,4%,-9%,19
Nc1nonc1C(=O)OCC(=O)c1ccc(Cl)cc1,-8%,6%,-11%,-21%,-5%,17
CCn1c(NC(=O)Nc2ccccc2OC)nc2ccccc21,-26%,-7%,-12%,9%,0%,-13
O=C1Nc2ccccc2Nc2ccc([N+](=O)[O-])cc21,-21%,-19%,2%,-16%,2%,-6
Cc1c(Cl)cccc1NC(=O)CSc1ncnc2c1sc1ccccc12,/,/,-7%,-1%,/,1
COCCOC(=O)C1=C(C)OC(N)=C(C(=O)OC)C12C(=O)Nc1ccccc12 (centres undefined),2%,0%,4%,12%,1%,89
COC(=O)c1ccc(CSc2nc3ccccc3c(=O)n2CC(C)C)o1,-13%,-6%,6%,-19%,14%,22
CC(C)c1ccc(NC(=O)N2CCCC2C(=O)Nc2ccc(-n3cnnn3)cc2)cc1 (centres undefined),-45%,-6%,-9%,/,0%,45
COc1ccc(NC(=O)c2sc3nc4c(cc3c2N)CCCCCC4)cc1Cl,/,/,8%,-1%,/,?
CN(Cc1cccc2cnccc12)C(=O)c1cc(COc2ccc(F)cc2F)on1,38%,14%,2%,-4%,-8%,-60*
OCC[C@@H]1C[C@H](O)[C@@H](O)[C@@]2(CCc3ccccc3O2)O1,-12%,5%,-8%,10%,-3%,4
CN1C(=O)Cc2cc(S(=O)(=O)CCC(=O)Nc3ccc(Cl)c(C(F)(F)F)c3)ccc21,/,/,2%,4%,/,?
O=C(Nc1cccc(Cl)c1)c1cc(-c2ccc3c(c2)OCO3)on1,/,/,26%,6%,/,95
Cc1c(N=C/C=C/c2ccccc2)cnn1C,-3%,-23%,-2%,0%,-2%,-9
COCCC(=O)Nc1ccc2c(c1)CN(C(=O)c1ccc(CSC)o1)CC2,0%,16%,-12%,45µM*,0%,50
O=C(CNC(=O)c1ccc(S(=O)(=O)N2CCCC2)cc1)N/N=C/c1ccccc1Cl,-32%,4%,-15%,6%,-14%,-63*

# Quoted at random: six records from the list
SMILES,AmpC inh no detg,FBPA Giardia inh,AmpC detergent,Sm TGR block,AMA1 RON2 block,HCMV inh
Cc1c(N=C/C=C/c2ccccc2)cnn1C,-3%,-23%,-2%,0%,-2%,-9
CC(C)c1ccc(NC(=O)N2CCCC2C(=O)Nc2ccc(-n3cnnn3)cc2)cc1 (centres undefined),-45%,-6%,-9%,/,0%,45
COCCC(=O)Nc1ccc2c(c1)CN(C(=O)c1ccc(CSC)o1)CC2,0%,16%,-12%,45µM*,0%,50
CN(Cc1cccc2cnccc12)C(=O)c1cc(COc2ccc(F)cc2F)on1,38%,14%,2%,-4%,-8%,-60*
COCCOC(=O)C1=C(C)OC(N)=C(C(=O)OC)C12C(=O)Nc1ccccc12 (centres undefined),2%,0%,4%,12%,1%,89
OCC[C@@H]1C[C@H](O)[C@@H](O)[C@@]2(CCc3ccccc3O2)O1,-12%,5%,-8%,10%,-3%,4

# Other records follow.
SMILES,AmpC inh no detg,FBPA Giardia inh,AmpC detergent,Sm TGR block,AMA1 RON2 block,HCMV inh
CCOc1ccccc1C1CC(=O)Nc2cc3c(cc21)OCO3 (centres undefined),-30%,-15%,-1%,-12%,-13%,?
CCOC(=O)CNc1nc(Oc2ccc(=O)n(C)n2)nc(N(CC)CC)n1,1%,0%,-8%&-1%,0%&-2%,-6%,68&8
CCOCCCNC(=O)C1CC(=O)N(CCc2ccc(C)cc2)C1 (centres undefined),20%,-3%,0%,-2%,4%,100
C=CCn1c(=O)c2ccccc2n2c(SCC(=O)c3ccccc3)nnc12,-3%,-1%,-12%,-12%,10%,-2
CCc1ccc(CNCc2cccs2)cc1,-28%,-3%,3%,/,11%,-9
COc1cc(CC(=O)NNC(=O)c2cccs2)cc(OC)c1OC,-22%,/,/,/,17%,-7
O=C(CNC(=O)c1ccccc1)OCc1cccc([N+](=O)[O-])c1,-9%,4%,-19%,-6%,-15%,-10
CCn1c(=O)[nH]c(=O)c2c(N)c(C(=O)c3ccccc3OC)sc21,-27%,9%,?,-7%,-1%,-6
c1ccc(C2CC(c3cccs3)Nc3nnnn32)cc1 (centres undefined),-25%,7%,4%,7%,-16%,9
COc1ccc(NC(=O)CN(C)C(=O)c2cc(-c3ccc(OC)cc3)nc3ccccc23)cc1,14%,/,-27%,-7%,-26%,-12
c1ccc(CN2CCN(C3=Nc4cccc5cccc3c45)CC2)cc1,51%,-25%,0%,-23%,?,-3
Cc1ccccc1Cn1c2ccccc2c2cnn(CC(=O)NC3CCCCCC3)c(=O)c21,/,/,14%,2%,/,-18
CC(C)(C)OC(=O)N1CCC(Cc2cc(-c3ccc(Cl)cc3)no2)(C(=O)O)CC1,-13%,?,-23%,-10%,-4%,-7
CCN1C(=O)c2cccc3c(S(=O)(=O)N4CCCC4C(=O)O)ccc1c23 (centres undefined),-7%,/,3%,-9%,6%,-28
CC(=O)N1CCN(C(=S)c2ccc([N+](=O)[O-])cc2)CC1,-6%,-1%,?,3%,-3%,27
CC1=C(C(=O)Nc2cccnc2)C(c2ccc(C)cc2)n2nc(SCc3ccccc3F)nc2N1 (centres undefined),/,/,-2%,-26%,/,7
CCCC(=O)N1CCN(c2ccc(NC(=O)c3ccccc3)cc2)CC1,-1%,3%,-14%,2%,3%,28
NS(=O)(=O)c1cc(C(=O)OCC(=O)N2CCc3ccccc3C2)ccc1Cl,-25%,/,-8%,-3%,21%,-1
COC(=S)N/C(=N\S(=O)(=O)c1ccc(Cl)cc1)c1ccccc1,-22%,?,-8%,-1%,-10%,31
O=S(=O)(NCCC1=CCCCC1)c1ccc(F)cc1,-26%,-5%,-16%,-18%,-5%,-12
Cc1cc(C(F)F)nn1CC(=O)NCc1ccco1,-3%,-2%,?,-11%,0%,-3
Cc1oc(C(=O)O)cc1COc1cccc2ccccc12,-17%,19%,-7%,-12%,-9%,11
NC(=O)c1sc2nc3c(c(-c4cccs4)c2c1N)CCCCC3,-18%,6%,-14%,-1%,?,-86*
Cn1ncc(Cl)c1C(=O)Nc1ccc(Cl)cn1,-11%,2%,?,4%,-9%,-15
O=C1CCCCN1CCC(=O)N1CCCC(Nc2ccccc2)C1 (centres undefined),-5%,2%,-1%,-23%,-2%,-34
COc1ccc(NC(=O)c2cc(C)cc(C)c2)cc1[N+](=O)[O-],-11%[2.29 µM],-10%,-8%,-6%,-7%,?
Cc1nc2ccccc2c(=O)n1NC(=O)c1ccc(Cl)c([N+](=O)[O-])c1,-10%,5%,5%,5%,-10%,?
CCOC(=O)c1ccccc1NC(=O)c1cn(-c2ccc(C)c(C)c2)c(=O)c2ccccc12,-18%,1%,-1%,3%,-5%,-29
Cc1ccc(-n2nc3c(=O)n(CCCC(=O)NC4CCC(C)CC4)nc(C)c3c2C)cc1 (centres undefined),68%[activator],-1%,2%,5%,-3%,29
Cc1cccc(OC(C)C(=O)Nc2ncn[nH]2)c1 (centres undefined),/,/,-9%,9%,/,-7
CCC(=O)N(CC)C1=C(O)c2ccccc2C(=O)C1=O,27%,7.9µM*,-5%,0.28µM*,-16%,-105*
CCCCN(C(=O)CC1OC(=O)c2ccccc21)c1c(N)n(CCCC)c(=O)[nH]c1=O (centres undefined),-14%,/,-10%,-3%,5%,-18
Cc1ccc(C)c(NC(=O)CN(C)C(=O)[C@@H](NC(=O)c2ccc(C(C)(C)C)cc2)C(C)C)c1,242%[activator],-17%,-1%,-3%,1%,-36
COc1cccc(N(CC(=O)NC(C)(C)C)C(=O)C2CSC(=O)C2)c1 (centres undefined),3%,2%,-5%,-26%,5%,47
CC1CCc2c(C(=O)N3CCN(S(=O)(=O)c4cccs4)CC3)csc2C1 (centres undefined),28%,5%,5%,3%,-5%,-20
Cc1nn(-c2ccc(F)cc2F)c2c1-c1nc(N3CCCC3)ncc1CC2,-12%,-9%,-1%,-3%,16%,?
Cc1cc(C(=O)CN2C(=O)c3ccccc3S2(=O)=O)c(C)n1CC1CCCO1 (centres undefined),17%,0%,-8%,-30%,-2%,-100*
CC(=O)c1cccc(NC(=O)c2cc(C(C)C)on2)c1,-19%,-20%,-10%,-26%,-4%,44

# Screening data as filed in PubChem BioAssay.

# Random draw from the library (roughly 7.8% active in at least one column).
